ADAM17 inh: inhibits human ADAM17; recombinant ADAM17, EDANS/DABCYL FRET peptide cleavage; inhibition, % at 6.95 µM; AID 720648; 370,000 tested, 0.83% active;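 active means inhibition above the mean of compounds lying between control limits plus 3 SD, set per campaign, cut at about 8.5% in these data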;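 further: 0% = DMSO-only wells as the low control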
DDE Tn6 FP inh: disrupts Tn6 cyclic peptide binding to fibrin D-Dimer-E complex; Fibrin DD(E) TRITC-Tn6 fluorescence polarization displacement; AID 720509; inhibition, % at 8.3 µM; P02675; 370,000 tested, 0.21% active;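 active means inhibition above a per-campaign cutoff: mean of compounds within control limits plus 3 SD, cut at about 15% in these data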;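 further: 0% = median of all compound wells on the plate and 100% = blocking peptide control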
Target sequence (P02675 whole entry, looked up): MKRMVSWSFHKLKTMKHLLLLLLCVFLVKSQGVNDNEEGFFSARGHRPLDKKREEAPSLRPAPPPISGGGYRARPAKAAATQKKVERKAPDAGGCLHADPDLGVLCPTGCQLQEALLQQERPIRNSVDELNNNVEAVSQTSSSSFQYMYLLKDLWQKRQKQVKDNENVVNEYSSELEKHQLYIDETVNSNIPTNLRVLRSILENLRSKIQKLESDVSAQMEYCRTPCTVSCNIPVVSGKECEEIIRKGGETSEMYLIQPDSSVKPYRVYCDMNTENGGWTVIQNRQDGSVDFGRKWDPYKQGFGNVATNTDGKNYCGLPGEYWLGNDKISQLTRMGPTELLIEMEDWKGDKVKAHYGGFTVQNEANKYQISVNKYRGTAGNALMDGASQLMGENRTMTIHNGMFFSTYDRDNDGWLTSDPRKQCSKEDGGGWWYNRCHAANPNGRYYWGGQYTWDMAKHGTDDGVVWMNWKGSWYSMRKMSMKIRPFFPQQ
PLCg1 inh: PLC-gamma1 (human) inhibition, primary screen. purified PLC-gamma1, fluorogenic substrate, fluorescence. inhibition, % at 12.2 µM. 370,000 tested, 0.84% active; in the data active means inhibition above about 9.5%
ASAP1 inh: blocks human ASAP1-stimulated Arf1 GTP hydrolysis; Q9ULH1; GDP FP detection; inhibition, % at 16.5 µM; 360,000 tested, 0.19% active; AID 624377; in the data active means inhibition above about 25%;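 further: 0% = vehicle with enzyme and substrate and 100% = no enzyme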
ARFGAP1 inhibitor: rat ARFGAP1 inhibition; Q62848; Arfgap1-stimulated ARF1 GTP hydrolysis, GDP FP detection; inhibition, % at 16.5 µM; 360,000 tested, 0.26% active;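 active means inhibition above a per-plate limit, mean inhibition of low control wells plus 3 SD, cut at about 25% in these data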;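 further: 0% = DMSO wells with enzyme and 100% = wells lacking Arfgap1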
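Assay system: purified rat His6-Arfgap1 residues 1-136 (GAP domain); Reagent: human Δ17 ARF1 bound to GTP; Dosing: 16.5 µM single point, 1.26% DMSO; Times: GTP hydrolysis reaction 2 h at 25 °C; Signal: FP, GDP Alexa 633 tracer displaced from anti-GDP antibody, 620/688 nm; Measure: % inhibition from polarization.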
ADAM10 inh: ADAM10 inhibition, QFRET primary screen; O14672; AID 720582; inhibition, % at 7 µM; 370,000 tested, 0.62% active; recombinant ADAM10, EDANS/DABCYL FRET peptide cleavage, 3 h;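 active means inhibition above a per-campaign cutoff equal to the mean of compounds falling between control-based bounds plus 3 SD, cut at about 20% in these data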;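 further: 0% = DMSO wells while the 100% control is not disclosed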
Target sequence (O14672 214-748 limits assumed): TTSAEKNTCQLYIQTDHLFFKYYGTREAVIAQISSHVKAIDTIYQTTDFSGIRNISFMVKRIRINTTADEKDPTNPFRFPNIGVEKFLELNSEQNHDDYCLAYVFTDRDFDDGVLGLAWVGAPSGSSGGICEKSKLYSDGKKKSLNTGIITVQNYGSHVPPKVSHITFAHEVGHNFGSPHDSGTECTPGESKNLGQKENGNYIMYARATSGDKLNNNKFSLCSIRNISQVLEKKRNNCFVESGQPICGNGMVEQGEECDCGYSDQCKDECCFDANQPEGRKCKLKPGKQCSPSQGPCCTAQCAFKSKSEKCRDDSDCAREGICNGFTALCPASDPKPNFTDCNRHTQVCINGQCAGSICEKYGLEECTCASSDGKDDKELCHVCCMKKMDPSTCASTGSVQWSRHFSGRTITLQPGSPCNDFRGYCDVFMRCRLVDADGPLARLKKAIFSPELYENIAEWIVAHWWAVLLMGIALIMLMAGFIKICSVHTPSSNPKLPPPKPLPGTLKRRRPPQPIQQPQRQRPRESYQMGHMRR
DDE Tn7 FP inh: DD(E)-Tn7 binding inhibition, primary FP screen; FP displacement of FITC-Tn7 peptide from fibrin DD(E); 0% = median of compound wells per plate; inhibition, % at 8.3 µM; 370,000 tested, 0.13% active; AID 720508;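 active means inhibition above the mean of compounds falling within the control limits plus 3 SD of them, cut at about 14% in these data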;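 further: 0% = plate median of compound wells and 100% = 10 µM Aha-Tn7 peptide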
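system = human fibrin DD(E) protein | quantity = DD(E) 2 µM final | medium = Tris/NaCl/CaCl2 buffer, pH 7.8 | also added = labelled Tn7 tracer, 0.1 µM | compound dosing = single point at 8.3 µM | timing = compound with protein 10 min, then 3 h after probe, room temperature | signal = FP measurement | benchmarks = Aha-Tn7 high control | repeats = one replicate per compound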
LEDGF integ inh: blocks HIV-1 LEDGF/p75-dependent DNA integration. TR-FRET IN-LEDGF/p75 DNA integration, Eu/Cy5. inhibition, % at 3.7 µM. 370,000 tested, 0.64% active. AID 743269;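 active means inhibition above the screen-wide mean plus 3 SD, cut at about 13% in these data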;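 further: signal is the Cy5 over europium emission ratio at 671 and 618 nm; 0% = plate median of compound wells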
proKLK7 act: proKLK7 (human) activation, primary screen; P49862; purified proKLK7, EDANS-DABCYL substrate fluorescence; 100% is mature enzyme control, 0% vehicle; activation, % at 7 µM; 370,000 tested, 0.9% active;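 active means activation above the mean of all tested compounds plus 3 SD, computed per campaign excluding outliers beyond control limits, cut at about 13% in these data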
TDP2 absorb: TDP2 (human) inhibition, absorbance primary screen | 370,000 tested, 0.34% active | inhibition, % at 12.8 µM | O95551 | recombinant TDP2, T5PNP hydrolysis, p-nitrophenol absorbance 415 nm;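 active means inhibition above the mean of all tested compounds plus 3 SD, set per campaign, cut at about 25% in these data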;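 further: 0% = DMSO with enzyme and 100% = buffer with substrate but no TDP2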
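System: recombinant human TDP2 / Amount: 120 nM TDP2 per well / Also added: 5 mM T5PNP chromogenic substrate / Doses: 12.8 µM single point, 1% DMSO / Incubation: 2 h at 37 °C / Detection: p-Nitrophenol epi absorbance / Evaluation: % inhibition relative to enzyme-containing and enzyme-free wells / Repeats: singlicate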
Active calls of the source: *; · = not tested or not shown.

SMILES	ADAM17 inh	DDE Tn6 FP inh	PLCg1 inh	ASAP1 inh	ARFGAP1 inhibitor	ADAM10 inh	DDE Tn7 FP inh	LEDGF integ inh	proKLK7 act	TDP2 absorb
O=C(NCC1COc2ccccc2O1)C1CCC(CNc2c(N3CCCCC3)c(=O)c2=O)CC1 (stereo unspecified)	-2	5	-1	-5	-6	-8	3	-1	-1.0	-6
O=C(Nc1cccc(NC(=O)c2ccc(-c3cccc(Br)c3)o2)c1)c1ccco1	4	-2	-83	10	5	-4	-9	6	-58	-14
COC(=O)[C@@]12CCCCN1[C@H](c1ccc(SC3CCCCC3)c(OC)c1)[C@@H]1C(=O)N(C)C(=O)[C@@H]12	10*	4	4	-3	-6	15	6	0	0.2	0
CCOC(=O)C1(NC(=O)CN2C(=O)c3ccccc3C2=O)CCCC1	0	6	1	-15	7	-4	-1	1	-0.2	0
COc1cc(C2N(C)CCC3(OCCO3)C2(C)C)cc(OC)c1OC (stereo unspecified)	-1	-5	1	-8	-2	-8	2	-2	0.1	-11
COc1ccc(NC(=O)CC2CCCC2)cc1OC	0	-7	1	11	-2	-4	-4	3	0.8	5
COc1ccc(OCC(O)CNC(=O)/C=C/c2cccc([N+](=O)[O-])c2)cc1 (stereo unspecified)	0	5	4	0	-5	0	-3	6	-0.5	-4
COCc1nnc(NC(=O)c2ccc(S(=O)(=O)N3CCCC3)cc2)o1	-2	2	-2	-11	13	-5	4	1	0.1	-10
CCCc1c(C(=O)N/N=C/c2ccccc2C(F)(F)F)nnn1-c1nonc1N	-1	7	0	0	-6	-10	-2	0	0.4	18
COc1ccc(OC)c(/C=N/N=C(\N)c2nonc2N)c1	0	-7	-14	2	6	3	2	-1	-0.4	18
CCN(C[C@H]1N[C@@](C)(C(=O)OC)[C@H]2C(=O)N(Cc3ccccc3)C(=O)[C@@H]12)S(=O)(=O)c1ccc(OC)cc1	-2	-13	-2	3	7	-7	-1	-2	0.5	-12
O=C(O)/C=C/C(=O)Nc1ccccc1SC(F)(F)F	3	1	7	-9	-8	9	-2	2	0.0	-6
Cc1onc(-c2ccccc2)c1C(=O)OCCOc1cccc(Cl)c1	-3	1	-1	10	-12	-2	8	-4	0.3	-4
Cc1cc(C)cc(N=C(NO)c2cccc([N+](=O)[O-])c2)c1	-3	4	-1	-4	4	3	3	-4	-0.8	-11
Cc1ccccc1N1C(=O)C2ON(c3ccccc3)C(c3ccncc3)C2C1=O (stereo unspecified)	-4	-3	0	13	-3	-5	1	1	0.2	9
CCn1c(C)cc(/C=C2\NC(=O)N(CC(=O)Nc3cccc(C)c3)C2=O)c1C	-5	-1	-38	5	2	-84	5	1	-0.5	-18
C/C(CC1CC(COCC(C)C)OC1=O)=N\Nc1nc(-c2ccccc2)cs1 (stereo unspecified)	-5	4	-14	14	2	-2	0	0	-0.6	16
O=C(COc1coc(CN2CCc3ccccc3C2)cc1=O)Nc1ccc(F)cc1	1	-3	4	-3	10	-8	0	1	0.3	-20
CCC(C)(C)NC(=O)/C=C/c1ccccc1[N+](=O)[O-]	-2	-10	-4	-10	4	-1	0	-1	0.8	6
O=C(Nc1ccc(F)cc1)NC1CCCc2ccccc21 (stereo unspecified)	-3	-1	1	8	1	2	-3	-1	-0.6	2
Cc1nn(C(C)C)c(C)c1CN1CCN(Cc2ccsc2)C(CCO)C1 (stereo unspecified)	2	-6	0	13	1	4	-8	3	0.0	-3
O=C1C(=O)N(CCN2CCOCC2)C(c2ccccn2)/C1=C(/O)c1ccccc1 (stereo unspecified)	-5	6	0	-3	-3	-7	5	0	0.3	9
O=C(CCN1C(=O)/C(=C/c2ccccc2Cl)SC1=S)NCCc1ccc(O)cc1	1	-3	3	6	-1	10	2	0	0.4	4
CCNC(=O)Cc1c(OC)ccc2cc(Br)ccc12	0	-5	0	7	11	-3	0	-2	-1.1	-7
COc1ccc(NC(=O)CN2CCN(S(=O)(=O)c3cccs3)CC2)cc1Cl	-1	4	1	-11	9	6	-3	2	-0.6	6
COC(=O)c1ccc(OC)c(CSc2nnc(COc3ccccc3)o2)c1	3	-2	0	-9	-4	5	3	1	-0.2	11
CCN1CCN(c2ccc(S(=O)(=O)N3CCCCC3)cc2NC(=O)c2cccc(C(F)(F)F)c2)CC1	0	-4	1	4	7	4	-2	1	-0.1	3
Cc1cc(C)cc(Oc2nc(-c3ccccc3)cc(C)c2S(C)(=O)=O)c1	-5	6	-3	5	-2	1	6	1	0.0	5
COc1ccc(NS(=O)(=O)c2cn(C)cn2)c(OC)c1	-4	-3	1	5	2	-8	1	1	0.5	-4
Cc1cc(C)c2cc(C(=O)Nc3ccc(C)c(F)c3)[nH]c2c1	0	9	-14	4	14	-2	3	-5	-1.7	1
FC(F)(F)c1cc(-c2ccco2)nc(NCc2cccnc2)n1	-47	2	-35	-13	-7	-170	4	0	2.6	-5
COC(=O)c1ccc(CSc2nnc(-c3ccccc3)n2C)o1	-1	1	-2	3	2	0	-4	0	-0.4	5
Cc1ccc2cc(C(c3nnnn3C3CCCC3)N(Cc3ccco3)Cc3cccs3)c(=O)[nH]c2c1 (stereo unspecified)	0	-5	-16	-8	4	-13	-4	2	-6.0	6
Cc1ccc(S(=O)(=O)N2CCN(CC(=O)N/N=C/c3ccc(C)o3)CC2)cc1	2	1	1	9	-1	11	5	1	0.2	-6
CCn1c(CNc2ccccc2Cl)nnc1SCC(=O)OC1CCCCC1	2	0	3	6	-12	11	1	4	0.1	0
CCCCNC[C@@]12CO[C@H](c3ccc(Cl)cc3)N1[C@@H](c1ccc(Cl)cc1)SC2	0	4	-2	·	·	0	2	-1	0.7	7
COc1ccc(NS(=O)(=O)c2cc(N=Nc3c(O)[nH]c(=O)[nH]c3=O)ccc2OC)cc1Br	1	-6	-7	13	6	3	-1	-2	0.1	-4
Cc1ccc2nc(SCCC(=O)O)cc(C)c2c1	-4	-2	-1	0	10	-13	-8	1	0.1	5
O=C(c1ccc([N+](=O)[O-])cc1)N1CCSC1c1cccc(Cl)c1 (stereo unspecified)	-1	2	1	4	-14	-4	-6	0	-0.1	10
O=C(Nc1ccc(OC(F)F)cc1)c1cc[n+]([O-])cc1	3	-6	1	2	-6	5	-7	1	-0.8	-16
COc1ccc(CSc2nnnn2-c2ccc(C(=O)O)cc2)cc1	-2	3	0	1	7	3	-6	3	0.0	10
CCCc1nnc(NC(=O)CN2CCN(C)CC2)s1	-4	1	2	17	1	-7	0	-1	-0.1	-4
CCCCCCCCCCCCCCCC[N+](C)(C)CCl	3	4	4	-27	-28	9	4	3	0.1	2
CC(=O)NCC1CCCN(Cc2cn(-c3ccccc3F)nc2-c2cc(C)sc2C)C1 (stereo unspecified)	-1	-2	1	5	4	5	-5	0	0.4	9
CC(=O)Nc1ccc(NS(=O)(=O)c2ccc(Cl)s2)cc1	3	3	4	4	6	0	-11	4	0.7	2

Records listed above that bear a hit mark in ADAM17 inh:
SMILES	ADAM17 inh	DDE Tn6 FP inh	PLCg1 inh	ASAP1 inh	ARFGAP1 inhibitor	ADAM10 inh	DDE Tn7 FP inh	LEDGF integ inh	proKLK7 act	TDP2 absorb
COC(=O)[C@@]12CCCCN1[C@H](c1ccc(SC3CCCCC3)c(OC)c1)[C@@H]1C(=O)N(C)C(=O)[C@@H]12	10*	4	4	-3	-6	15	6	0	0.2	0

4 compounds out of the list, arranged by molecular weight, largest number first.
SMILES	ADAM17 inh	DDE Tn6 FP inh	PLCg1 inh	ASAP1 inh	ARFGAP1 inhibitor	ADAM10 inh	DDE Tn7 FP inh	LEDGF integ inh	proKLK7 act	TDP2 absorb
CC(=O)NCC1CCCN(Cc2cn(-c3ccccc3F)nc2-c2cc(C)sc2C)C1 (stereo unspecified)	-1	-2	1	5	4	5	-5	0	0.4	9
Cc1ccc(S(=O)(=O)N2CCN(CC(=O)N/N=C/c3ccc(C)o3)CC2)cc1	2	1	1	9	-1	11	5	1	0.2	-6
COC(=O)c1ccc(CSc2nnc(-c3ccccc3)n2C)o1	-1	1	-2	3	2	0	-4	0	-0.4	5
FC(F)(F)c1cc(-c2ccco2)nc(NCc2cccnc2)n1	-47	2	-35	-13	-7	-170	4	0	2.6	-5

The results go on:
SMILES	ADAM17 inh	DDE Tn6 FP inh	PLCg1 inh	ASAP1 inh	ARFGAP1 inhibitor	ADAM10 inh	DDE Tn7 FP inh	LEDGF integ inh	proKLK7 act	TDP2 absorb
CCn1c(COc2ccccc2)nnc1SCC(=O)NC1CC1	-4	5	0	10	2	-11	0	3	-0.1	-3
COC(=O)CCN(C(=O)c1ccc([N+](=O)[O-])cc1)c1ccccn1	-5	3	2	-4	3	-2	3	1	-0.3	-1
Cc1occc1-c1nnc(SCc2nnc(-c3ccc(Cl)cc3)o2)n1C	-3	7	-2	-9	-9	-2	5	1	0.4	4
CSc1nc(N)c2cn[nH]c2n1	-21	12	-12	5	-7	-78	-2	0	0.7	2
O=C(CS(=O)(=O)c1ccccc1)Nc1nc(-c2ccccc2)cs1	3	4	6	-7	2	14	5	0	0.7	-8
CCCCCCCn1c(=N)n(CC(O)c2ccco2)c2ccccc21 (stereo unspecified)	-2	-4	5	-9	8	0	-8	5	0.0	-12
CC(C)C(=O)Nc1ccc(Sc2ccc(F)cc2)cc1	-1	-5	2	10	-1	-7	-1	-1	0.5	-11
O=Cc1cc2ccccc2nc1SCc1ccc(Cl)cc1	-4	-3	-1	-6	5	-3	-5	1	-0.6	3
Cc1cccc(C)c1NC(=O)CN(C)CC(=O)N(C)CC(=O)Nc1ccccc1Br	0	0	0	-9	3	-4	-6	1	0.3	5
CC(=O)Nc1ccc(/C=N\NC(=O)CNS(=O)(=O)c2ccc([N+](=O)[O-])cc2)cc1	4	-6	4	0	11	-5	-5	-3	-0.1	-1
COCCCN1CCN(C2Cc3ccccc3Sc3ccc(Cl)cc32)CC1 (stereo unspecified)	-3	1	0	1	4	3	5	-2	0.3	-4
Cc1ccc(-n2nc(C(=O)O)cc2-c2ccccc2Cl)cc1	-2	4	0	5	1	7	0	-6	-0.6	-8
O=C(Nc1cc(C2CC2)nn1-c1ccccc1)c1ccc(F)cc1	-1	1	-1	-4	-13	4	8	3	0.7	-5
CCc1c(C)nc2ccc(Br)cc2c1Cl	1	5	3	9	9	3	-6	1	0.5	0
COC(=O)c1cc2c(c3c4cc(C)ccc4n(S(=O)(=O)c4ccc(C)cc4)c13)C(=O)N(Cc1ccc(N(C)C)cc1)C2	-3	2	-9	-1	16	-4	4	0	-0.8	-6
COc1ccc(-c2nnn(CC(=O)NCc3ccccc3)n2)cc1OC	0	-2	-3	5	-5	-3	0	2	0.1	-5
CCN(C1CCCCC1)S(=O)(=O)c1cn(C)c(=O)n(C)c1=O	0	2	1	7	4	3	-1	3	0.3	1
O=c1[nH]c(CSc2ccccn2)nc2c1cnn2-c1ccccc1	0	5	-1	-7	-4	6	-5	3	-0.1	7
